MDM2 E3 inh: Mdm2 E3 ligase (human) inhibition | signal enhancement, % at 5 µM | AID 1230 | hit rate 0.11% among 210,000 | cell-based MDM2 ubiquitination luciferase reporter, 2 h; 0 = plate control, 100 = twice control, blank-subtracted;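 active = signal enhancement of 30% or more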;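 also: luminescence tracks abundance of the self-degrading MDM2-luciferase fusion protein; higher signal means inhibition of MDM2 E3 ligase activity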
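system = mammalian cells stably expressing self-ubiquitinating, self-degrading MDM2 E3–luciferase fusion | quantity = 2000 cells per well seeded | incubation = 4 h cell settling then 2 h compound exposure, 37 °C | signal = SteadyLite luminescence, 15 min reagent step | benchmarks = plate control and blank wells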
TRPML3 ag: agonists of human TRPML3 channel; Q8TDD5; HEK293 TRPML3-YFP, Fluo-8 calcium fluorescence; 100% = the carbachol control signal; activation, % at 3 µM; hit rate 0.29% among 220,000;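 active = activation above its plate's cutoff, the mean activation of the plate's test wells plus 3 SD, cut at about 12% in these data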;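 also: 0% = DMSO only wells and 100% = carbachol wells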
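Material: TRPML3-YFP stable HEK293 cells | Dosing: One concentration, 3 µM nominal, 0.3% DMSO | Timing: 125 s total fluorescence read per well | Technique: Fluo-8 calcium dye fluorescence, ex 470-495, em 515-575 nm | Measure: Percent activation from peak-to-basal fluorescence ratio, scaled between DMSO and carbachol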
EBV gp42 inh: EBV gp42 inhibition; Q1HVG2; Fluorescence polarization binding assay, mP read-out; inhibition, % (tested at 21.74 µM); hit rate 0.42% among 220,000; in the data active = inhibition above about 50%
CHOP inhibitor: CHOP inhibition in unfolded protein response; CHO-K1 CHOP-promoter luciferase, tunicamycin-induced, 15-18 h; inhibition, % at 10 µM; hit rate 3.8% among 220,000; AID 2732;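 active = compounds that reduced the stress-induced luciferase reporter signal by more than about 70% of percent inhibition, limit read from the data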;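 also: 0% = tunicamycin plus vehicle and 100% = wells without tunicamycin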
TNF death inh: TNF-alpha cell death inhibition in Jurkat FADD-/- cells; Jurkat FADD-/- TNF necroptosis rescue, ATP luminescence, 24 h; 0 = TNF only, 100 = no-TNF cells; activation (protection from cell death), % at 10 µM; hit rate 0.068% among 220,000; AID 463075;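 active = activation, meaning protection from cell death, of at least 50% relative to plate controls; inactive = activation below 50%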;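 also: necroptosis triggered by 40 ng/mL TNF-alpha added together with compound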
p47phox inh: p47phox (human) inhibition | p47phox/p22phox peptide binding, fluorescence polarization, 2 h | inhibition, % at 24.7 µM | hit rate 0.53% among 220,000;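 active = inhibition above about 30%, limit read from the data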;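 also: 0% = p47phox with labelled peptide and 100% = labelled peptide alone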
Target sequence (P14598 whole entry, looked up): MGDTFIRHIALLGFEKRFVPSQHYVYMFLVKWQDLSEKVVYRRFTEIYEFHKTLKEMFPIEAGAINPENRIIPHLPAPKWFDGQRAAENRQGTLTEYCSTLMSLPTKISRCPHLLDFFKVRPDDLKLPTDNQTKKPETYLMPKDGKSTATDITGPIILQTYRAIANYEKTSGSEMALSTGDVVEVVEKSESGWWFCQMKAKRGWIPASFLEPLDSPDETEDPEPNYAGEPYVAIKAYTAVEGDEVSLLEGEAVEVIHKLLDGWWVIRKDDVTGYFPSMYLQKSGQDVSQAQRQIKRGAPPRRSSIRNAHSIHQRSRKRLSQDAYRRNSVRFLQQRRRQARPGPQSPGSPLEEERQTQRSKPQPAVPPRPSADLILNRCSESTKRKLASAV
Runt-SMMHC FRET: Runt domain-CBFb-SMMHC interaction inhibition. Q01196+Q13951. Cerulean-Runt/Venus-CBFb-SMMHC FRET ratio 530/480, 1 h. inhibition, % at 20 µM. hit rate 0.74% among 220,000. AID 1434;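 active = mean inhibition across duplicate retests at 20 µM reaching about 50%, limit read from the data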;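 also: 0% = DMSO wells and 100% = wells with excess untagged CBFb-SMMHC; inhibitors lower the FRET ratio by blocking Runt binding to CBFb-SMMHC; some results filed as inactive read as strong as hits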
Target sequence (Q01196 whole entry, looked up, the tested form may be a part): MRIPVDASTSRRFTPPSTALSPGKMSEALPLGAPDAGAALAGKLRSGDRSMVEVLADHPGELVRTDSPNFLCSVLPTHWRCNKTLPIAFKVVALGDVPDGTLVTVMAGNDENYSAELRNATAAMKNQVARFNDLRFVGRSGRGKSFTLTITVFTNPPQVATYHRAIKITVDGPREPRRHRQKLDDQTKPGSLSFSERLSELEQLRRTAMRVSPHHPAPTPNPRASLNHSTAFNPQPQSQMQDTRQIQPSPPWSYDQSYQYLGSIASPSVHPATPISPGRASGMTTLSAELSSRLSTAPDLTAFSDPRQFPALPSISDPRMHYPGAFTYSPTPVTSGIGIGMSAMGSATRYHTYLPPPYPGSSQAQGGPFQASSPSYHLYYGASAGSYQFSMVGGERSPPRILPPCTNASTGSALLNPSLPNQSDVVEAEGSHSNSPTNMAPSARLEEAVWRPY
Target sequence (Q13951 whole entry, looked up, the tested form may be a part): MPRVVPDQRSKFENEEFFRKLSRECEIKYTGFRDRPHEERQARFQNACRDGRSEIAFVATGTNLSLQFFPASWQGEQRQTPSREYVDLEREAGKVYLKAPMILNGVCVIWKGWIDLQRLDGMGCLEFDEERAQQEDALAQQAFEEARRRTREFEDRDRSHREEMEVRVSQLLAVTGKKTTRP
zfTRPN1 agonist: zebrafish TRPN1 (NompC) channel agonism; AID 1424; hit rate 0.18% among 220,000; activation, % at 3 µM; HEK293 zebrafish TRPN1-YFP, Fluo-8 calcium fluorescence; 100% = response to 87 µM carbachol;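 active = activation above its plate's cutoff, the mean activation of test wells on that plate plus 3 SD, cut at about 19% in these data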;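 also: 0% = DMSO alone and 100% = 87 µM carbachol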
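Assay system: Zebrafish TRPN1-YFP in HEK293 cells | Incubation: Dye loading 1 h at 37 °C, then 30 min room temperature | Measured by: Kinetic Fluo-8 fluorescence, ex 470-495, em 515-575 nm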
PPC-1+TRAIL kill: compounds killing PPC-1 cancer cells with TRAIL present (potentiator screen, no TRAIL-free arm); PPC-1 cells + TRAIL, ATPLite viability luminescence; cell killing (% activity), % at 4 µM; hit rate 0.41% among 220,000;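 active = cell killing above 50% in the first pass at 4 µM, then a duplicate retest at 5 µM averaging 50% or more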;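 also: plate controls were cells with TRAIL plus DMSO for no effect and medium-only wells lacking cells for full effect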
The depositor's hits bear a star; · = not tested or not shown.

Under each structure: MDM2 E3 inh | TRPML3 ag | EBV gp42 inh | CHOP inhibitor | TNF death inh | p47phox inh | Runt-SMMHC FRET | zfTRPN1 agonist | PPC-1+TRAIL kill
CC(c1ccccc1)C(CC(=O)O)C(=O)NC1CCCCC1 (configuration not stated)
  -19.2 | 1.1 | -0.3 | 22.9 | 0.1 | -16.0 | 0.8 | 0.3 | -12.3
COCCCn1ccc(O)c(Cc2ccc(F)cc2)c1=O
  -8.2 | 0.2 | -9.2 | 25.2 | -0.8 | -8.2 | 3.1 | 0.3 | 8.5
COc1ccc(CNC(=O)Nc2cc(C)ccc2C)cc1
  -5.2 | 0.2 | -16.8 | 21.0 | 1.4 | -6.8 | 1.2 | -3.0 | 0.5
COc1ccc(C(=O)N(C)C2CCN(C)CC2)cc1S(=O)(=O)Nc1cc(Cl)ccc1Cl
  -4.8 | 1.1 | -9.0 | -0.7 | 1.9 | -12.6 | -0.1 | -1.9 | 11.7
COc1ccc(S(=O)(=O)CCC(=O)N(C)c2ccc(OC)cc2OC)cc1
  -5.3 | 0.2 | 0.4 | 2.2 | -1.5 | 2.0 | -6.7 | 3.1 | 0.3
COC(=O)CSC1=C(C#N)C(c2ccccc2)CC(=O)N1 (configuration not stated)
  -0.8 | 0.2 | -12.1 | -1.4 | -2.0 | -12.4 | 0.6 | 0.1 | 24.6
CCOC(=O)CCCc1ccc(/C(C)=N/NC(=S)NC)cc1
  -7.4 | 0.5 | -3.6 | -24.2 | 3.0 | 4.2 | 2.7 | 0.3 | 3.5
N#Cc1ccc(CSc2nnc3ccccn23)cc1
  -19.6 | 0.5 | -18.6 | 5.0 | -0.8 | 5.1 | 1.6 | 0.9 | 4.9
CCOc1cc(C2C(C(=O)N3CCCCC3)=C(C)NC3=C2C(=O)CC(C)(C)C3)ccc1O (configuration not stated)
  -9.3 | 0.2 | -5.2 | 20.3 | 0.9 | -1.1 | 3.0 | 0.2 | 18.7
COc1ccc2[nH]c3ccc(OC)cc3c2c1
  -10.0 | -0.1 | -25.9 | 10.2 | -3.2 | -9.2 | -2.5 | 0.0 | 13.7
CCOc1nc(C)cc(C)c1S(=O)(=O)c1cccc(C)c1
  4.2 | 0.2 | -3.5 | 14.6 | -0.9 | 10.5 | 0.7 | -2.0 | 3.0
Cc1ccc2nc(-c3ccccc3)c(-c3ccccc3)nc2c1
  11.5 | 0.1 | 7.0 | 0.3 | 0.0 | -9.5 | 0.3 | 0.4 | -4.2
CCOC(=O)N1CCC(NC(=O)c2cc(C(=O)NC3CCCC3)ccc2CO)CC1
  -16.6 | 1.3 | -16.7 | -11.8 | 1.9 | -12.1 | -2.0 | 0.5 | 0.7
O=C(CN1C(=O)C2C3C=CC(C3)C2C1=O)Nc1nncs1 (configuration not stated)
  0.7 | 0.4 | 1.9 | 5.8 | 0.2 | 0.8 | -1.9 | 0.3 | 17.7
O=C(CCSCCc1ccccn1)Nc1ccc(Cl)cn1
  -25.4 | -0.2 | -4.1 | 17.6 | 1.8 | -2.5 | 1.5 | -0.7 | 22.9
COc1ccc(F)cc1C(=O)C1CCCN(C(=O)c2ocnc2C)C1 (configuration not stated)
  -0.6 | 0.8 | -20.7 | -10.6 | 0.5 | -6.3 | -4.0 | 1.6 | 6.3
O=[N+]([O-])c1cc(Br)cc(/C=N/n2cnnc2)c1O
  -7.7 | 2.8 | 0.2 | 14.1 | 0.0 | -16.6 | -12.6 | 3.4 | 8.4
Cc1ccc(Cn2c(CN3CC(C)OC(C)C3)nc3c2c(=O)[nH]c(=O)n3C)cc1 (configuration not stated)
  -1.6 | 0.4 | -13.7 | -1.5 | -0.6 | -0.5 | 0.0 | 1.9 | 4.4
CC(=O)Nc1ccc(Oc2ccc([N+](=O)[O-])cc2Cl)cc1
  -6.1 | 1.8 | -4.0 | 9.7 | 0.4 | 3.0 | -1.4 | 4.2 | 12.1
COc1ccc(C2C(C(=O)NCc3cccnc3)c3cc(OC)c(OC)cc3C(=O)N2C)cc1 (configuration not stated)
  -4.9 | 0.2 | -11.4 | 2.9 | 0.1 | -10.2 | 1.8 | -0.2 | 2.6
c1ccc(C2CCCN(Cc3nc(CC4CC4)no3)CC2)cc1 (configuration not stated)
  -2.5 | 0.5 | 0.1 | 14.5 | 1.4 | -14.3 | · | 0.7 | ·
CCC1(C(=O)OC)NC(c2ccco2)C2C(=O)N(c3ccc(C)cc3)C(=O)C21 (configuration not stated)
  -5.3 | 0.2 | -20.8 | 12.0 | -5.7 | -17.1 | -0.7 | 0.4 | -29.4
O=C(Nc1ccncc1)c1c(F)cccc1F
  -22.4 | 1.0 | -12.1 | 45.2 | -8.9 | -5.9 | 0.2 | 0.0 | 10.3
O=c1cc(-c2ccc(O)cc2)oc2ccc(O)cc12
  -9.8 | 0.4 | -18.7 | 13.3 | 1.0 | -17.5 | 23.4 | 0.2 | 33.1
O=C(C1CCC(Cn2c(=S)[nH]c3ccccc3c2=O)CC1)N1CCOCC1 (configuration not stated)
  -4.1 | 0.7 | -14.5 | 32.8 | 0.4 | -19.3 | 1.8 | 1.3 | 19.9
O=C(NCc1ccco1)C(=O)c1cn(CC(=O)N2CCCC2)c2ccccc12
  22.0 | -0.1 | -21.6 | -0.5 | 0.7 | -0.5 | -2.1 | 0.5 | 15.0
Cc1nc(N2CCN(S(=O)(=O)c3ccc(F)cc3)CC2)c2c(-c3cccs3)csc2n1
  -1.4 | 3.3 | -20.0 | -24.0 | 1.0 | -20.6 | -4.3 | -2.4 | 20.6
Nc1cc(=O)[nH]c(SCC(=O)Nc2ccc([N+](=O)[O-])cc2)n1
  -10.1 | 0.4 | -6.8 | 7.4 | 5.6 | -9.7 | -3.9 | 0.2 | -6.0
CCCn1ncc(CN2CCN(Cc3ccsc3)C(CCO)C2)c1C (configuration not stated)
  -5.8 | 0.7 | -2.2 | -1.5 | -0.4 | 0.8 | 2.8 | 1.8 | 9.0
CCC(C)n1c(OC)nc2c1c(=O)n(C)c(=O)n2C (configuration not stated)
  -16.9 | 0.5 | -2.0 | -11.9 | 0.9 | 3.1 | 2.6 | 0.6 | 7.3
COC(=O)C/C(N)=C(\C#N)C(=O)OC
  -16.0 | 0.0 | -6.7 | -3.6 | 0.1 | -0.8 | 0.5 | -0.7 | -2.1
CCc1nnc(NC(=O)CSc2nnc(CNc3ccc(F)cc3)n2C2CCCCC2)s1
  -9.0 | -0.8 | -0.5 | 42.5 | 0.1 | 0.5 | -7.1 | -1.6 | 1.1
CCOC(=O)C1CCN(C(=O)COc2ccc([N+](=O)[O-])cc2)CC1
  -7.4 | 1.3 | -15.2 | 11.0 | 0.3 | -4.5 | -4.8 | -0.4 | 0.8
COc1cc(OC)cc(C(=O)N2c3ccc(F)cc3CCC2C)c1 (configuration not stated)
  -30.2 | -1.1 | -22.9 | -0.2 | -1.6 | -7.9 | -10.6 | -1.9 | 5.2
CCOc1ccc(C(=O)NCc2ccccc2OC)cc1
  -9.6 | 0.2 | -19.4 | 21.1 | 1.2 | -2.7 | -4.7 | -0.3 | 20.4
O=C(CSc1nnc(-c2ccccc2)n1-c1ccc(Cl)cc1)NC1CCS(=O)(=O)C1 (configuration not stated)
  -10.7 | 0.1 | -6.9 | 6.7 | 0.9 | -8.3 | -0.1 | -1.1 | -4.2
COc1cc2c(cc1NC(=O)C(C)Sc1cccc[n+]1[O-])oc1ccccc12 (configuration not stated)
  -5.0 | 0.8 | -7.5 | 36.7 | 2.4 | -13.1 | -6.1 | 1.1 | 39.5
COc1ccc(NC2=CC(=S)NC(C)(C)C2)cc1
  -2.5 | 3.9 | -8.6 | 0.8 | -4.2 | -7.3 | 0.4 | 6.9 | 3.6
CC1=C(C(=O)OCc2ccccc2)C(c2ccccn2)c2c(n(C)c(=O)n(C)c2=O)N1 (configuration not stated)
  14.1 | -0.1 | -15.8 | 6.8 | -6.5 | -10.1 | -3.8 | 1.7 | 13.5
Cc1nc2c(-c3ccccc3)c(C)nn2c(N)c1-c1ccccc1
  4.0 | 2.4 | 5.3 | 11.7 | 2.0 | -7.3 | 3.1 | -0.2 | 18.6

Laid out differently: entries from further up.
Compound	MDM2 E3 inh	TRPML3 ag	EBV gp42 inh	CHOP inhibitor	TNF death inh	p47phox inh	Runt-SMMHC FRET	zfTRPN1 agonist	PPC-1+TRAIL kill
CCOC(=O)C1CCN(C(=O)COc2ccc([N+](=O)[O-])cc2)CC1	-7.4	1.3	-15.2	11.0	0.3	-4.5	-4.8	-0.4	0.8
COc1cc(OC)cc(C(=O)N2c3ccc(F)cc3CCC2C)c1 (configuration not stated)	-30.2	-1.1	-22.9	-0.2	-1.6	-7.9	-10.6	-1.9	5.2
CCOc1ccc(C(=O)NCc2ccccc2OC)cc1	-9.6	0.2	-19.4	21.1	1.2	-2.7	-4.7	-0.3	20.4
O=C(CSc1nnc(-c2ccccc2)n1-c1ccc(Cl)cc1)NC1CCS(=O)(=O)C1 (configuration not stated)	-10.7	0.1	-6.9	6.7	0.9	-8.3	-0.1	-1.1	-4.2

(more compounds)
Under each structure: MDM2 E3 inh | TRPML3 ag | EBV gp42 inh | CHOP inhibitor | TNF death inh | p47phox inh | Runt-SMMHC FRET | zfTRPN1 agonist | PPC-1+TRAIL kill
CCc1ccnc(NC(=O)NS(=O)(=O)c2ccc(C)cc2)c1
  -1.2 | 0.4 | -10.7 | -10.6 | 7.2 | -13.6 | 1.7 | 1.2 | -21.4
CC(=O)c1cccc(NC(=O)N2CCCC2C(=O)Nc2ccc3c(c2)OCCO3)c1 (configuration not stated)
  -9.6 | 0.2 | -0.1 | 12.2 | 0.5 | -11.1 | 4.7 | 0.8 | 2.7
Cc1[nH]c2ccccc2c(=O)c1CN1CCCCC1
  -10.4 | 0.6 | 8.3 | 19.4 | -0.8 | -1.5 | 0.3 | 0.8 | 16.8
CSc1ccccc1C(=O)C1CCCN(C(=O)c2cc(C(C)C)no2)C1 (configuration not stated)
  9.9 | 1.4 | -19.9 | 19.0 | 0.6 | -4.7 | -4.5 | 2.0 | 8.9
Cc1cc(C)c[n+](-c2[nH]c(=O)sc2/C=N/NC([S-])=Nc2ccccc2)c1
  2.1 | 3.4 | 26.7 | 14.7 | 0.8 | -20.1 | -5.4 | 0.0 | 16.5
N#CC(c1ccc(Cl)nn1)c1ccccc1Cl (configuration not stated)
  -15.6 | 0.4 | 7.6 | -27.5 | 9.8 | 2.5 | -0.3 | -0.6 | 13.5
CCCCn1c(N)c(N(CCC(C)C)C(=O)CSc2nnc(Nc3ccccc3)s2)c(=O)[nH]c1=O
  -6.7 | 0.1 | -6.8 | -5.1 | -0.1 | -3.5 | -4.9 | -0.1 | 17.9
O=C(O)Cc1sc(Nc2ccccc2)nc1-c1ccc(Cl)cc1
  -14.4 | -0.1 | -11.7 | -46.8 | -0.2 | -15.1 | 9.8 | -0.2 | -6.7

Screens as filed in PubChem.
